# Screening data (PubChem BioAssay)
# GalR3 antagonist: antagonists of human GalR3 | O60755 | HEK293 GalR3-CNG cAMP membrane potential fluorescence; galR3 body fused to GalR1 C-terminus | inhibition, % at 3 µM | 360,000 tested, 0.44% active;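 active means inhibition above the screen-wide average plus 3 SD, cut at about 13% in these data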;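 further: forskolin and galanin both at EC90 stimulate the cells; cAMP rise reported by CNG channel membrane potential dye signal; 0% = forskolin plus galanin with DMSO and 100% = forskolin alone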
# OXTR agonist: activates the human oxytocin receptor; P30559; CHO-OTR cells, Fluo-8 calcium fluorescence; normalized: DMSO 0%, oxytocin 100%; activation, % at 3 µM; 320,000 tested, 0.32% active; AID 2435;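 active means activation above the mean of all tested compounds plus 3 SD, cutoff set per screening run, cut at about 20% in these data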;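 further: peak over basal fluorescence ratio from a 100 s FLIPR kinetic read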
# Target sequence (P30559 whole entry, looked up): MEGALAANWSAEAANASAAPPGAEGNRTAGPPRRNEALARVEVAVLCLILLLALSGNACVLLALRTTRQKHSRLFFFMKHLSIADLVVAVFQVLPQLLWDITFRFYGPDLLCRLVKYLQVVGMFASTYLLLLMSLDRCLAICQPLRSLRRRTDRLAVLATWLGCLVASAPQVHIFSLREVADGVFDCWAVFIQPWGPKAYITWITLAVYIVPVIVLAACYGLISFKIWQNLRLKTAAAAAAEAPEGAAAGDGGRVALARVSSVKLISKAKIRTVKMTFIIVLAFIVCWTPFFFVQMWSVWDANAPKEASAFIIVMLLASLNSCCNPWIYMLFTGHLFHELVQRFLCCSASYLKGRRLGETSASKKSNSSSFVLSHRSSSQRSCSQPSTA
# PHOSPHO1 block: inhibitors of human PHOSPHO1 phosphatase; Q8TCT1; recombinant PHOSPHO1, absorbance phosphatase assay; 290,000 tested, 1.1% active; inhibition, % at 13.3 µM; in the data active means inhibition above about 60%
# Target sequence (Q8TCT1 whole entry, looked up): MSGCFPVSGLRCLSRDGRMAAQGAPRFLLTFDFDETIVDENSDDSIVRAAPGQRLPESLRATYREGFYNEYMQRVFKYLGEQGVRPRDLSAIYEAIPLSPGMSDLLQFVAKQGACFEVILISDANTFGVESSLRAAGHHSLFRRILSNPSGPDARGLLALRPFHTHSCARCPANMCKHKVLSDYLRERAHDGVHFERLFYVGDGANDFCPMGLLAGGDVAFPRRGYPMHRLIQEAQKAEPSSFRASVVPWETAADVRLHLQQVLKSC
# GPR7 antagonist: human neuropeptides B/W receptor 1 antagonism | GPR7-expressing cells, fluorescence antagonist assay | 290,000 tested, 1.1% active | AID 1861 | P48145 | inhibition, % at 4.4 µM; in the data active means inhibition above about 16%, passing the limit was not always enough;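 further: cells stimulated with the agonist NPW; 0% = agonist with vehicle and 100% = vehicle without agonist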
# Target sequence (P48145 whole entry, looked up): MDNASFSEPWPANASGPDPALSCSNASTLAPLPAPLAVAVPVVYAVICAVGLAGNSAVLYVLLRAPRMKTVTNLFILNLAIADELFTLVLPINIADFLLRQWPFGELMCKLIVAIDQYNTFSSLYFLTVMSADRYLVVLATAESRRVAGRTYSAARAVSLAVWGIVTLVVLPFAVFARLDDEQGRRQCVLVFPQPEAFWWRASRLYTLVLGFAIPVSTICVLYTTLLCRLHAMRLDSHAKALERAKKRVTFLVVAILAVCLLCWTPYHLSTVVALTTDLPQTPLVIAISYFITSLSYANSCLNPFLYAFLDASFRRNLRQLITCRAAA
# IMP-1 inhibitor: blocks Pseudomonas aeruginosa IMP-1 metallo-beta-lactamase; purified IMP-1, nitrocefin hydrolysis, epi-absorbance fluorescence; inhibition, % at 5.6 µM; 290,000 tested, 0.45% active; AID 1556;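 active means inhibition above the mean plus 3 SD of all compounds in the same screening run, cut at about 4.5% in these data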;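 further: 0% = IMP-1 with DMSO and 100% = DMSO wells lacking enzyme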
#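 Material – recombinant IMP-1 enzyme, purified · Amount – IMP-1 0.2 nM before substrate addition · Medium – HEPES buffer pH 7.1 with ZnSO4 and Brij 35 · Timing – 25 °C, 15 min preincubation, 25 min reaction · Measured by – plate fluorescence quenching by hydrolysis product, ex 480/em 530 nm · Read-out – percent enzyme inhibition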
# FID counter: fluorescent intercalator displacement, NS3 helicase counter-screen. inhibition, % at 7.9 µM. 290,000 tested, 0.17% active. DNA fluorescent intercalator displacement, fluorescence. AID 1845; in the data active means inhibition above about 37%;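 further: 0% = vehicle and 100% = reference compound; higher means more ethidium bromide displaced from hairpin DNA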
# V1aR counter: activates human V1a receptor in oxytocin agonist counter-screen; AID 2797; P37288; 320,000 tested, 0.25% active; activation, % at 3 µM; CHO-V1R cells, Fluo-8 calcium fluorescence, agonist mode; 0% DMSO, 100% 3 nM vasopressin;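 active means activation above the mean activation of all tested compounds plus 3 SD, per screening run, cut at about 20% in these data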;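 further: signal is peak over basal fluorescence ratio across a 100 second FLIPR read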
# VIM-2 inh: inhibitors of Pseudomonas aeruginosa VIM-2 metallo-beta-lactamase; purified VIM-2, nitrocefin hydrolysis, epi-absorbance fluorescence; inhibition, % at 5.6 µM; 290,000 tested, 0.89% active; AID 1527;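 active means inhibition above the mean of all tested compounds plus 3 SD, cutoff set per screening run, cut at about 7.5% in these data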;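 further: red hydrolysis product quenches plate fluorescence so inhibitors raise well fluorescence; 0% = enzyme with DMSO and 100% = DMSO without enzyme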
# NS3 helicase inh: HCV NS3 helicase inhibition; NS3 helicase DNA unwinding, Cy5 molecular beacon fluorescence; inhibition, % at 10.9 µM; 290,000 tested, 0.56% active; AID 1800;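 active means inhibition above the mean of all tested compounds plus 3 SD, set per campaign, cut at about 35% in these data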;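 further: 0% = DMSO wells and 100% = thioflavine S control wells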
#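 Control set: DMSO versus 110 µM thioflavine S; Material: NS3 helicase fragment of HCV; Measured by: Cy5 fluorescence at 0 and 60 min, beacon hairpin quenching; Read-out basis: percent inhibition from t60/t0 fluorescence ratio; Times: reaction time 60 min, 25 °C; Repeats: single replicate; Compound dosing: single dose, 10.9 µM nominal final, DMSO 0.8% final.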
# * marks the source's active call; other numbers are inactive results; . = not tested or not shown.
smiles	GalR3 antagonist	OXTR agonist	PHOSPHO1 block	GPR7 antagonist	IMP-1 inhibitor	FID counter	V1aR counter	VIM-2 inh	NS3 helicase inh
CCOc1ccc2nc(/N=C/c3nc(-c4ccc(Br)cc4)oc3O)sc2c1	-2.7	-0.3	-2.4	-4.2	-5.0	-3.1	1.4	-1.5	11.5
COCCCn1c(SCc2cccc(OC)c2)nc2cc(OC)c(OC)cc2c1=N	-2.2	-0.6	-24.1	-2.4	-1.4	-3.1	-0.4	-5.3	-18.1
CCCCc1ccc(NC(=S)N2CCN(C(=O)c3ccco3)CC2)cc1	-3.9	.	37.0	3.2	-2.4	-36.0	.	-4.6	0.6
Cc1ccc(C(=O)Nc2ccc(N3CCOCC3)nc2N2CCOCC2)cc1	-2.9	-2.8	38.6	-12.7	-2.6	-21.2	0.5	-1.1	-14.8
Cc1cccc(C)c1-n1cccc1/C=C1\SC(=S)N(c2cccc(C(=O)O)c2)C1=O	-8.5	1.1	23.5	-9.7	-2.4	-10.9	1.1	-1.4	1.8
CCOC(=O)c1c(-c2ccccc2)csc1NC(=O)c1ccc(S(=O)(=O)N2CC(C)OC(C)C2)cc1 (stereo unspecified)	-4.0	-0.7	-5.8	6.4	0.3	0.1	0.7	0.7	-3.1
CCOc1c(Cl)cc(CNc2nnnn2C)cc1OC	-4.0	1.0	13.8	-14.2	-1.2	-3.3	0.6	-0.3	-0.1
CC1(C)CC(=O)C(C(c2ccccc2F)C2C(=O)CC(C)(C)CC2=O)C(=O)C1	-1.0	-0.7	33.0	-0.6	-0.3	-1.7	-0.5	-0.8	-5.2
CN(C(=O)COC(=O)c1ccccc1C(=O)N(C)c1ccccc1)c1ccccc1	-1.4	0.1	57.6	-5.4	-3.9	-37.8	1.9	-2.5	0.5
O=[N+]([O-])C(/C=C(\Cl)[N+](=O)[O-])=C(N1CCCCC1)N1CCCCC1	-4.6	1.2	-22.9	2.1	-3.5	-1.4	1.9	-0.9	-6.3
COc1ccc(NC(=O)CNS(=O)(=O)c2cccs2)c(OC)c1	-3.1	-0.3	12.8	-1.7	-1.9	2.6	0.0	-3.9	-1.6
CCc1cc2c(=O)n(Cc3ccccc3)c(SC3CCOC3=O)nc2s1 (stereo unspecified)	4.2	-1.4	1.8	-16.2	-3.2	-20.0	0.0	-1.0	-2.4
Cc1ccc(SCC(=O)NCc2ccc(F)cc2)cc1	5.6	-2.7	-12.3	-4.5	0.1	-7.6	-1.4	0.9	-2.9
CN(C)S(=O)(=O)c1cccc(NC(=O)CSc2nncn2-c2ccccc2)c1	-1.0	7.0	20.5	-3.6	-1.6	-9.5	5.7	-2.3	0.5
COC(=O)c1cn(CC(=O)NC2CCCCC2)c2ccccc12	-1.4	0.6	-30.5	-7.5	-1.9	5.0	1.6	-3.2	-3.1
CCN(CC)S(=O)(=O)c1cccc(NC(=O)COC(=O)/C=C/c2cccs2)c1	-1.3	5.1	7.6	-1.9	-3.8	-21.3	6.8	-3.8	10.3
CC1CCCC(C)N1C(=O)COC(=O)CCC1CCCC1 (stereo unspecified)	-9.1	-1.6	8.2	2.4	-3.1	-16.0	-0.7	-2.3	-2.4
CCCc1nc(SC)[nH]c(=O)c1C	-4.8	0.7	31.5	-15.1	-3.0	0.0	1.9	-4.6	3.7
CCS(=O)(=O)c1nc(S(=O)(=O)c2ccc(Cl)cc2)c(N2CCC3(CC2)OCCO3)s1	-4.8	1.9	26.1	-3.1	-2.0	-36.0	3.0	-1.9	-7.6
COc1ccc(C(=O)NC(C)c2nnc(SCC(=O)NC3=NCCS3)n2C)cc1 (stereo unspecified)	-7.8	1.0	40.5	-4.7	-4.1	-14.9	0.9	-3.2	-19.9
CCn1c(C)c(C)c2cc(C(=O)NCCCN3CCN(C)CC3)ccc21	-8.7	-1.4	23.9	-4.6	-3.0	9.2	-0.2	0.5	-9.7
COc1ccc(S(=O)(=O)Nc2ccccn2)cc1	-4.7	0.7	19.0	-1.1	-1.0	-2.3	0.3	-0.7	-2.8
Cc1ccc(NC(=O)c2sc3nc(N4CCOCC4)c4c(c3c2N)CC(C)(C)OC4)cc1	-7.2	-1.0	12.0	-15.9	-1.4	-28.1	-0.7	-5.2	-17.8
Cc1ccccc1NC(=O)CN1C(=O)N/C(=C\c2ccc(N3CCOCC3)c(F)c2)C1=O	-3.6	1.6	16.8	-11.0	-2.2	10.2	0.1	-4.9	-11.8
CCNC(=O)CN(c1ccc(OC)c(OC)c1)S(=O)(=O)c1ccccc1	-0.7	5.7	-20.9	2.4	-3.6	-0.2	0.3	-0.3	2.5
CCOC(=O)COc1ccc(Oc2nc(C)cc(OC)n2)nn1	-4.6	-0.4	27.6	-3.6	0.6	1.1	0.6	0.2	2.5
COc1ccc(NC(=O)Cc2nnc(SCC(=O)NC3=NCCS3)n2C)cc1	-7.6	0.0	35.0	-7.8	-0.8	-11.9	0.0	-1.5	4.8
Cc1ccc(C)c(S(=O)(=O)N2CCN(C(=O)c3ccc(C)s3)CC2)c1	-2.3	0.1	32.6	-7.2	-3.1	-41.5	3.1	-1.0	-4.6
CC(=O)C1C(c2ccncc2)NC(=O)NC1(O)C(F)(F)F (stereo unspecified)	.	-0.9	-8.3	-11.0	-4.0	-2.6	0.5	-5.2	0.1
CCN(CC)S(=O)(=O)c1ccc(NS(=O)(=O)c2ccc3oc(=O)[nH]c3c2)cc1	-8.4	0.9	5.0	-6.8	-1.0	1.6	0.6	-2.6	-14.1
Cc1occc1-c1nnc(SCC(=O)Nc2nccs2)n1CCc1ccccc1	-4.1	-0.4	-38.9	15.7	-0.8	-36.1	-1.7	-2.0	1.6
COc1ccc(/C=C(/NC(=O)c2ccccc2OC)C(=O)Nc2ccc(C(=O)O)cc2)cc1	-1.6	-0.3	14.7	-16.1	-1.4	-52.8	1.5	1.3	6.7

# Random excerpt: 2 compounds from above, in no set order.
smiles	GalR3 antagonist	OXTR agonist	PHOSPHO1 block	GPR7 antagonist	IMP-1 inhibitor	FID counter	V1aR counter	VIM-2 inh	NS3 helicase inh
COc1ccc(/C=C(/NC(=O)c2ccccc2OC)C(=O)Nc2ccc(C(=O)O)cc2)cc1	-1.6	-0.3	14.7	-16.1	-1.4	-52.8	1.5	1.3	6.7
Cc1ccc(C)c(S(=O)(=O)N2CCN(C(=O)c3ccc(C)s3)CC2)c1	-2.3	0.1	32.6	-7.2	-3.1	-41.5	3.1	-1.0	-4.6

# The list continues:
smiles	GalR3 antagonist	OXTR agonist	PHOSPHO1 block	GPR7 antagonist	IMP-1 inhibitor	FID counter	V1aR counter	VIM-2 inh	NS3 helicase inh
COc1cccc(CN(C)C(=O)c2cc(-c3ccc(F)cc3)nc3ccccc23)c1	.	-0.7	9.6	-15.4	-2.6	-43.6	2.3	-2.0	-9.3
CCCCNC(=O)c1c(N)n(/N=C/c2ccccn2)c2nc3ccccc3nc12	.	-0.2	18.2	-5.1	-3.6	-1.6	0.0	-1.6	-0.3
CON(C)c1nc(Oc2ccc(=O)[nH]n2)nc(N(C)C)n1	4.8	0.8	15.7	-5.5	-0.3	1.0	0.9	-3.4	2.1
COc1cc2ccccc2cc1C(=O)Nc1ccc(NC(=O)c2cccs2)cc1	-8.1	1.4	34.8	-3.1	-2.9	-14.4	3.7	-1.9	-16.9
Cc1ccc(NC(=O)CCC(C(=O)O)N2C(=O)c3ccccc3C2=O)cc1 (stereo unspecified)	-3.3	-0.2	-51.2	-3.8	-3.0	1.5	-0.6	-2.3	0.4
Cc1ccccc1N1C(=O)CC2(CCCC2)CC1=O	0.4	0.8	1.8	17.1	-2.7	-1.3	1.2	-3.5	-10.6
CCn1cc(CNC(=O)c2ccc3nc(Cc4ccc(OC)cc4)oc3c2)cn1	-8.1	13.0	56.2	3.7	-1.8	-37.8	12.7	-4.7	0.2
Cc1cc(=O)oc2cc(OCC(=O)OCC(=O)Nc3ccccc3C(C)C)ccc12	3.6	0.0	-11.2	-14.7	-2.3	-9.8	2.6	-0.2	0.1
COc1cccc(Oc2cncnc2-c2ccc(OC)cc2O)c1	-4.6	-1.9	-5.5	-5.7	-0.5	-10.3	0.2	0.0	-3.1
Cc1ccccc1-n1c(SCc2ccccn2)nc2n[nH]c(C)c2c1=N	0.2	2.4	13.9	-0.6	-1.8	-29.6	3.0	-3.5	-11.6
Nc1cccnc1Sc1ccc([N+](=O)[O-])cn1	-1.9	.	-5.0	0.6	-5.1	3.8	.	-5.9	6.5
COc1cc(CN2CCCCC2)ccc1OCc1ccccc1	-8.1	0.4	39.0	-18.0	0.1	15.8	2.3	0.8	-3.7
Cc1csc2nc(NC(=O)c3ccccc3)sc(=O)c12	-2.2	-1.4	22.6	-16.1	-0.9	-0.2	-1.1	-0.2	-5.7
NC(=O)c1nsc(C(=O)N(c2ccccc2)C(C(=O)NC2CCCC2)c2ccc3ncccc3c2)c1N (stereo unspecified)	-6.7	-0.8	35.0	-14.4	-2.1	-34.5	3.4	0.8	-3.9
O=C(NC1CCCCC1)C(c1ccc(F)cc1)N(Cc1ccco1)C(=O)Cn1nnc2ccccc21 (stereo unspecified)	-7.8	-0.1	10.5	7.0	-2.0	1.4	0.1	-2.4	-2.7
Cc1c(NC(=O)C(C)OC(=O)COc2ccccc2)c(=O)n(-c2ccccc2)n1C (stereo unspecified)	4.2	-0.5	24.1	-5.5	-2.4	-4.8	0.3	0.2	-3.9
OCCCNc1ncnc2sc(-c3ccccc3)cc12	-3.7	0.0	47.6	-5.1	-4.4	0.0	0.6	-5.5	-0.2
COC(=O)c1ccc(NC(=O)CCS(=O)(=O)c2ccc3c(c2)NC(=O)C(C)S3)cc1 (stereo unspecified)	2.4	0.0	22.3	-17.1	-3.6	-23.5	1.1	-3.3	-4.8
COC(=O)c1ccc(COc2c(F)c(F)cc(F)c2F)o1	-6.4	-0.1	37.5	3.1	-2.1	-8.0	0.0	-0.4	-8.2
CCC1S/C(=N/C(=O)NC2CCCCC2)NC1=O (stereo unspecified)	3.2	0.0	-3.5	-7.3	-2.7	-2.8	0.1	-3.1	-5.1
O=Cc1cc2ccccc2nc1SCCCF	-4.0	-1.9	32.6	-1.0	-2.9	10.7	-1.9	-3.3	1.9
Cc1cc2cc(C)c(SCC(=O)NCc3ccco3)nc2cc1C	-4.8	-1.6	7.7	-9.1	-3.5	-12.4	-1.9	-2.1	5.5
COC(=O)c1ccccc1OCC(=O)NC1CCCCC1	-4.3	-0.7	-7.9	-3.2	-2.9	-21.3	-1.4	-0.9	1.4
Cc1ccc(S(=O)(=O)c2cc3c(=O)n4ccccc4nc3n(CC3CCCO3)c2=N)cc1C (stereo unspecified)	-1.4	-1.9	-27.0	4.9	-1.2	0.7	-0.9	-2.0	11.5
CCCNC(=O)COc1ccc2c(=O)c(Oc3ccccc3F)coc2c1	2.5	-0.1	-13.9	-2.4	-3.2	-16.6	2.2	-4.4	-2.4
Cc1cccc(NC(=O)CCNC(=O)c2ccc(Br)cc2)c1	-9.8	0.6	28.0	-10.7	-1.7	-15.6	1.1	-1.7	-12.9
